Dengue-2 NS5 capping: Dengue-2 NS5 methyltransferase inhibitors, primary screen, biochemical, confirmation dose response (AID 588689); inhibition, % at 25 µM, or IC50 in µM where a hit was titrated; hit rate 0.3% among 340,000; Dengue-2 NS5 methyltransferase capping enzyme assay, biochemical; higher % means a stronger effect; Genome polyprotein (Dengue virus type 2 (strain 16681-PDK53)); in the data active = a potency from the dose series; inconclusive = inhibition above about 29% without an active follow-up result
West Nile virus CPE: West Nile virus antiviral activity, cell-based, CPE readout (AID 1621) | hit rate 0.02% among 290,000 | CPE inhibition, % at 10 µM; hits with a dose series show IC50 in µM | West Nile virus-infected cells, CPE inhibition; higher % means a stronger effect; in the data active = a potency from the dose series; inconclusive = CPE inhibition mostly from about 3.7% at the one dose, without a potency; inactive = the rest, 99 in 100 with CPE inhibition below about 2.2%; also: strong numbers were not always called active
NTR1 ag: agonists of NTR1, primary screen, imaging, U2OS cells, beta-arrestin-GFP, high content (AID 493036) | Neurotensin receptor type 1 (Homo sapiens), P30989 | hit rate 0.17% among 330,000 | activation, % at 20 µM | NTR1-U2OS beta-arrestin-GFP spot imaging, agonist mode;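 active = activation at or above 40% of the spot to cytoplasm intensity ratio, with at least 20 cells analyzed; inconclusive = wells under 20 cells, flagged as cytotoxic or low count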;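 also: 0% = DMSO without peptide and 100% = 100 nM NTR1 peptide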
Target sequence (P30989 whole entry, looked up): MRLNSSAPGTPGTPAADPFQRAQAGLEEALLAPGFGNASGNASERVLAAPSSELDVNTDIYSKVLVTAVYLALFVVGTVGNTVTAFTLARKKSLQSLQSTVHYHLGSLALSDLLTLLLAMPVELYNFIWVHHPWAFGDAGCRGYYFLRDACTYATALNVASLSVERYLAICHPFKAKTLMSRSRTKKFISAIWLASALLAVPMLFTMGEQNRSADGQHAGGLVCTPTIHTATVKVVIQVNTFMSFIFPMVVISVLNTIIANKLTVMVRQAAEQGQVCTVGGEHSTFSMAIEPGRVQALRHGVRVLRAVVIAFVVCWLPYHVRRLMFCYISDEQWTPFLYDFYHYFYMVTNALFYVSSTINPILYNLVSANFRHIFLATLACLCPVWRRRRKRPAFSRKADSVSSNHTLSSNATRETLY
Large T inhibition: SV40 large T antigen inhibitors, biochemical (AID 1903); one-dose inhibition, % at 20 µM; IC50 in µM for titrated hits; hit rate 0.39% among 310,000; SV40 large T antigen ATPase/helicase inhibition assay; higher % means a stronger effect; in the data active = a potency from the dose series; inconclusive = inhibition mostly from about 32% at the one dose, without a potency; inactive = the rest, 99 in 100 with inhibition below about 32%; also: strong numbers were not always called active
MgcRacGAP inhibition: MgcRacGAP GTPase-activating activity inhibitors, confirmation, biochemical, ADP Hunter fluorescence | MgcRacGAP-stimulated Rac1 GTP hydrolysis, ADP Hunter fluorescence; higher % means a stronger effect; GST-tagged Rac1 F28L mutant substrate | inhibition, % at 30 µM, or IC50 in µM where a hit was titrated | hit rate 0.6% among 340,000;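 active = first-screen hits whose inhibition reached a set limit at any dose in the follow-up dose series; inconclusive = inhibition above the set first-screen limit but never retested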;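 also: fluorescence reports GDP produced by GAP-driven GTP hydrolysis; strong numbers were not always called active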
PhoP inhibition: inhibitors of PhoP regulon expression, primary screen, Salmonella Typhimurium, GFP reporter (AID 1863) | S. Typhimurium PhoP-regulated promoter GFP reporter, 4 h; higher % means a stronger effect | inhibition, % at 50 µM; hits with a dose series show IC50 in µM | hit rate 0.16% among 300,000;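 active = inhibition over 29.93%, a cutoff 3 SD above the screen mean, later confirmed by dose response; inconclusive = inhibition over 29.93% but no dose response follow-up; inactive = inhibition at most 29.93% or unconfirmed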;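 also: 0% = low Mg2+ inducing control and 100% = high Mg2+ repressing control; strong numbers were not always called active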
RSV CPE inhibition: RSV antiviral activity via CPE protection, HEp-2 cells, primary 10 µM value included (AID 2391); HEp-2 cells, RSV-induced CPE inhibition; higher % means a stronger effect; CPE inhibition, % at 10 µM; hits with a dose series show IC50 in µM; hit rate 0.13% among 310,000; in the data active = a potency from the dose series; inconclusive = CPE inhibition mostly from about 23% at the one dose, without a potency; inactive = the rest, 99 in 100 with CPE inhibition below about 21%; also: strong numbers were not always called active
T cell modulator: modulators of CD8 T cell-vesicle binding, primary screen, mouse 2C CD8+ T cells, flow cytometry; 2C CD8+ T cell-vesicle binding; hits give low values; calls only at 7 µM; hit rate 0.068% among 330,000;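 active = response, share of CD8 T cells binding vesicles, and their 90th percentile fluorescence all below set limits, cut at about 80% in these data, passing the limit was not always enough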
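Incubation: binding step 1.5 h, 37 °C, antibody labelling 20 min, ice; system: murine 2C transgenic CD8+ T lymphocytes; technique: cytometric PE anti-B7-1 and Alexa647 anti-CD8 signals after 1% paraformaldehyde fixation; also added: QL9-charged Drosophila Ld/ICAM-1/B7-1 vesicles; control set: naked versus QL9-loaded vesicles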
K1F lysis inhibition: inhibition of K1F phage lysis, E. coli UTI89, bacterial capsule biogenesis inhibitors, alamar blue (AID 488966); E. coli UTI89 K1F phage lysis, alamar blue, 2 h; higher % means a stronger effect; inhibition, % at 100 µM; hits with a dose series show IC50 in µM; hit rate 0.02% among 340,000;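 active = phage lysis inhibition, versus mean bacterial control, above a set limit; inconclusive = no clear call, values can overlap the other calls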;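 also: capsule biogenesis inhibitors block K1F phage lysis so surviving cells raise fluorescence; higher fluorescence means more inhibition of phage lysis; actives were called in the ten point dose series up to 300 µM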
T cell modulator vesicle-bound %: also measured in T cell modulator; calls as there; double positive events, %; measured here: CD8+ vesicle-bound cell fraction;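 binding gate set so that unloaded-vesicle control wells show 10% double positive cells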
NTR1 ag cell count 20 µM: further read-out of NTR1 ag, marked with its call; cell count; measured here: cell count, cytotoxicity flag
Dengue-2 NS5 capping pilot replicate: second read-out of Dengue-2 NS5 capping, no call of its own (marks repeat the call); inhibition, %; measured here: pilot screen replicate inhibition
* marks the source's active call; other numbers are inactive results; i = inactive; u = inconclusive; x = no result given; & = joins results of further samples; [ ] = dose if it differs, or a comment.

SMILES	Dengue-2 NS5 capping	West Nile virus CPE	NTR1 ag	NTR1 ag cell count 20 µM	Large T inhibition	MgcRacGAP inhibition	PhoP inhibition	RSV CPE inhibition	T cell modulator	T cell modulator vesicle-bound %	K1F lysis inhibition	others
CC(C)CSc1nsc(N)n1	5%	-0.3%	0.5	62	10%	4%	11%	5.4%	i	7	0.7%
Cc1cccc(C)c1OCC(O)Cn1nnc2ccccc21 (stereo not given)	-4%	-0.4%	0.6	58	-2%	0%	13%	1.4%	i	36	-0.2%
O=C1OCCN1/N=C/c1ccc([N+](=O)[O-])o1	-1%	-0.5%	-0.4	57	-1%&2%	6%	-6%&12%	-1.8%	i	39	-17%
CCC(C)c1ccc(O)c(NC(=O)c2ncn[nH]2)c1 (stereo not given)	-2%	0.5%	-0.2	55	11%	6%	5%	3.3%	i	19	-2.2%
O=C(CSc1nnc(-c2cccnc2)n1-c1ccccc1)Nc1ccccn1	-6%	-0.2%	-1.5	51	-1%	6%	0%	1.1%	i	32	3.2%
O=C(O)CCNc1nc(C(F)(F)F)nc2ccccc12	-9%	0.2%	-0.9	24	8%	-1%	1%	0.9%	i	25	-0.8%
O=C(NCc1ccco1)C1CC(=O)N(c2ccc(O)cc2)C1 (stereo not given)	1%	0.1%	-1.1	53	20µM*	u	-5%	0.9%	i	54	0.2%
O=c1c2ccccc2nnn1CSc1nnc(-c2ccc3c(c2)OCO3)o1	-3%	0.1%	0.9	49	0%	9%	-1%	3.0%	i	60	0.8%
Nc1c(C(=O)N/N=C/c2ccc(F)cc2)oc2nc(-c3ccccc3)cc(-c3ccco3)c12	-30%	0.4%	4.1	43	20%	8%	-3%	1.9%	i	24	0.3%
O=c1[nH]c(=S)c2c(n1-c1ccccc1)CCC2	-8%	-0.6%	-0.7	46	2%	0%	2%	1.2%	x	x	0.2%
O=C(O[C@H]1[C@H](Cc2ccccc2)NS(=O)(=O)[C@H]2C[C@@H]3C=C[C@]12O3)c1ccc([N+](=O)[O-])cc1	-15%	x	0.6	43	x	-3%	x	-1.1%	i	15	-0.8%
CCn1cc(C(=O)NCCc2ccccc2C)c(=O)c2ccc(C)nc21	2%	-1.2%	3.1	71	10%	9%	2%	0.6%	i	58	0.5%
Cc1cc(C)n2nc(-c3ccccc3)cc2n1	x	-0.1%	0.6	60	12%	-2%	-2%	-2.3%	i	56	-0.4%
COc1ccc(C(=O)N2CCN(C(=O)c3ccco3)CC2)cc1OC	-5%	0.0%	1.0	54	9%	4%	44%	1.3%	i	5	1.3%
CCCOCCc1nnc(N)s1	-4%	0.4%	-0.8	52	15%	7%	5%	-0.2%	i	30	0.2%
CCCn1c(SCC(=O)c2cc(C)n(-c3cc(C)on3)c2C)n[nH]c1=O	-1%	x	-0.7	60	x	8%	x	x	x	x	1.1%[50 µM]
O=C(Nc1ccccc1N1CCN(C(=O)c2ccccc2)CC1)c1ccccc1Cl	-9%	0.8%	4.6	61	1%	6%	-2%	3.7%	i	16	0.1%
COc1ccccc1N1C(=O)c2ccc(C(=O)Nc3nccs3)cc2C1=O	x	1.1%	1.0	118	3%	x	-3%	-0.1%	i	52	x
CCN(CC)CCCNC(=O)/C(=C\c1cccn1C)NC(=O)c1cccs1	5%	-0.2%	4.3	69	8%	3%	-6%	0.2%	i	25	1.0%
CCC(C)Oc1ccc(/C=C/c2[nH]c(=O)[nH]c(=O)c2[N+](=O)[O-])cc1OC (stereo not given)	u	0.3%	6.3	35	24%	3%	-7%	51%	i	62	-1.9%
CCOC(=O)C1CCN(C/C=C/c2ccccc2)CC1	1%	0.1%	-0.4	66	12%	28%	2%	0.4%	i	56	0.2%
CCn1c(SCC(=O)N2c3ccccc3CCc3ccccc32)nc2c1c(=O)n(C)c(=O)n2C	-1%	0.3%	1.8	40	x	-1%	x	2.0%	i	8	0.0%
O=C(CSCC(=O)Nc1cccc([N+](=O)[O-])c1)Nc1ccccc1	-3%	-0.6%	-0.1	39	4%	5%	-1%	1.3%	i	47	1.3%
COc1ccc(NC(=O)COC(=O)c2ccc3ccccc3n2)cc1OC	8%	x	1.5	52	x	4%	x	x	i	49	9.7%
COCCN(C(=O)c1cc(Cl)ccn1)c1c(N)n(Cc2ccccc2)c(=O)[nH]c1=O	-5%	x	-3.1	47	x	4%	x	0.0%	i	35	0.0%[50 µM]
(next part)
SMILES	Dengue-2 NS5 capping	West Nile virus CPE	NTR1 ag	NTR1 ag cell count 20 µM	Large T inhibition	MgcRacGAP inhibition	PhoP inhibition	RSV CPE inhibition	T cell modulator	T cell modulator vesicle-bound %	K1F lysis inhibition	others
CC(=O)Nc1ccc(C(=O)NCCCSc2ccccc2)cc1	-2%	0.1%	-0.8	83	19%	5%	-6%	2.1%	i	16	-0.1%
COc1ccc(S(=O)(=O)NCC(=O)NCCc2ccc(OC)c(OC)c2)cc1	x	x	-0.1	62	13%	x	x	2.0%	i	35	x
COc1ccc(S(=O)(=O)NCc2cccnc2)cc1C(=O)N1CCCCC1	-3%	-0.7%	1.1	60	9%	3%	-5%	0.5%	i	26	-0.1%
COC(=O)c1scc(C)c1NC(=O)CC1NCCNC1=O (stereo not given)	x	0.0%	0.2	55	12%	x	0%	x	i	50	x
Fc1ccc(Nc2nc(N3CCOCC3)nc(N3CCOCC3)n2)cc1	14%	-0.1%	0.1	58	8%	4%	-5%	2.9%	i	46	4.0%
Cc1cnc(NC(=O)c2cccc(S(=O)(=O)N3CC(C)OC(C)C3)c2)s1 (stereo not given)	-2%	-1.2%	2.9	62	4%	6%	-6%	11%	i	46	0.2%
Cc1cccc(NC(=O)c2ccc(COc3ccc4ccccc4c3)o2)n1	-4%	-0.3%	2.0	78	2%	1%	4%	6.2%	i	56	0.3%
COc1ccc(C(=O)NC(=S)Nc2cc(C)ccn2)cc1[N+](=O)[O-]	-5%	-0.3%	6.2	45	-8%	1%	4%	1.5%	i	47	2.0%
Cc1cc(=O)c2n(Cc3ccccc3Cl)nc[n+]2[nH]1	3%	0.3%	1.0	78	3%	-2%	1%	0.4%	i	36	-0.1%
Cc1cc(C)cc(CC2CC(=O)N(c3nc(C)cc(C)n3)C2=O)c1 (stereo not given)	-4%	0.4%	-1.4	81	3%	6%	2%	-0.2%	i	9	0.1%
CC(C)COCC1CC2(CC(C)C(=O)CC2=O)C(=O)O1 (stereo not given)	5%	0.2%	-1.6	64	-5%	3%	8%	1.2%	i	38	0.8%[50 µM]
COc1cccc(CNC(=O)c2c(C)nn(-c3ccccc3)c2C)c1	6%	0.4%	1.0	44	5%	-3%	-4%	1.6%	i	34	0.3%
COC(=O)c1ccc(CNC(=O)COC(=O)/C=C/c2cc(OC)c(OC)c(OC)c2)cc1	4%	x	-1.2	64	x	-12%	x	x	i	12	-0.4%
C/C(NCCCn1ccnc1)=C(\C#N)C(N)=O	-3%	0.3%	0.0	64	16%	9%	-12%	1.0%	i	37	0.2%
Cc1ccc(NC(=O)CC(=O)Nc2ccc(C)c(C)c2)cc1C	1%	-0.1%	0.7	52	4%	10%	8%	1.9%	i	43	-0.7%
CC(C)(C)OC(=O)NCC(=O)Oc1cc2oc(=O)cc(-c3ccccc3)c2cc1Cl	1%	-0.6%	-0.1	48	26%	10%	4%	4.0%	i	31	-1.3%
CCN(CC)CC(O)COc1ccc2c(c1)c(C(C)=O)c(C)n2-c1ccccc1 (stereo not given)	-3%	-0.2%	-2.4	56	9%	12%	-5%	-0.4%	i	46	3.7%
O=C(CNC(=O)c1ccco1)NCC(=O)OCc1c(F)cccc1Cl	-3%	0.0%	-0.4	47	23%	6%	-6%	0.8%	i	35	-0.1%
O=C(C1CCN(S(=O)(=O)c2ccc(F)cc2)CC1)N1CCOCC1	-3%	0.0%	-1.1	62	16%	2%	-3%	0.0%	i	23	-0.4%[50 µM]
O=C(CNC(=O)c1ccc(-c2ccccc2)cc1)OCc1c(Cl)cccc1Cl	0%	1.4%	4.5	55	6%	4%	-32%	1.6%	i	32	4.3%
OCC1(CCOc2ccccc2)CCN(Cc2cccn2-c2ncccn2)CC1	1%	-0.2%	1.4	48	4%	2%	2%	18µM*	i	54	1.9%
COc1ccc(-c2c(C(F)(F)F)oc3c(CN4CCN(C)CC4)c(O)ccc3c2=O)cc1	1%	0.3%	0.2	52	11%	14%	10%	0.2%	i	26	0.6%
C/C(=N\NC(=O)c1ccc(NS(=O)(=O)c2cccs2)cc1)c1ccc(O)cc1O	8%	0.5%	1.8	41	25%	9%	-7%	2.5%	i	32	1.0%[50 µM]
O=C(O)CN(c1ccc2c(c1)OCCO2)S(=O)(=O)c1ccccc1	6%	0.2%	0.7	53	3%	6%	2%	3.3%	i	40	0.5%
O=C(NCCN1CCOCC1)c1cc(Sc2ccc(F)cc2F)nc2ccccc12	-11%	-1.1%	-0.2	56	2%	9%	2%	1.8%	i	62	1.4%[50 µM]
CCOc1ccc(N(C(C)C(=O)NCc2ccco2)S(C)(=O)=O)cc1 (stereo not given)	2%	-0.5%	1.3	49	4%	13%	-3%	2.9%	i	14	0.1%
CC(C)Cc1nc2n[nH]c(N)c2c2c1CCC2	-8%	-0.1%	-2.9	87	4%	5%	8%	46%	i	29	0.5%
Cn1c(SCC(=O)N2CCN(c3ccccc3)CC2)nnc1-c1ccco1	3%	-0.3%	-0.5	90	6%	10%	8%	0.2%	i	29	0.4%	Dengue-2 NS5 capping pilot replicate=-0.3
CN(CCCNS(=O)(=O)c1cccc2cccnc12)Cc1ccccc1	7%	-1.0%	1.8	55	0%	-1%	7%	-0.2%	i	43	-2.2%

Entries listed so far that have a CF3 group (2):
SMILES	Dengue-2 NS5 capping	West Nile virus CPE	NTR1 ag	NTR1 ag cell count 20 µM	Large T inhibition	MgcRacGAP inhibition	PhoP inhibition	RSV CPE inhibition	T cell modulator	T cell modulator vesicle-bound %	K1F lysis inhibition	others
O=C(O)CCNc1nc(C(F)(F)F)nc2ccccc12	-9%	0.2%	-0.9	24	8%	-1%	1%	0.9%	i	25	-0.8%
COc1ccc(-c2c(C(F)(F)F)oc3c(CN4CCN(C)CC4)c(O)ccc3c2=O)cc1	1%	0.3%	0.2	52	11%	14%	10%	0.2%	i	26	0.6%
